# A350 fluor: A350 region autofluorescence | Compound autofluorescence, 340/450 nm, Alexa 350 dye-equivalents; hits give high values | max dye-equivalent concentration, M | 59,000 compounds, 11% hits; in the data active = max dye-equivalent concentration above about 10 nM; inconclusive = mostly about 1.1 nM to 9.6 nM
# UbGFP stabilizer: ubiquitin-GFP accumulation via proteasome inhibition; 67,000 tested, under 10 active; Ubiquitin-GFP reporter cells, proteasome inhibition, GFP fluorescence; response scale: untreated = 0%, 10 µM MG-132 = 100%; AID 526; Potency, µM (series often up to 45.9 µM), for inactives: at the top dose activation (GFP accumulation), actives largely listed as activators; active = well fitted activation curve with a large enough effect, not every such curve was filed as active; inconclusive = small, poorly fitted or top-dose-only effect, or another doubt; inactive = no such curve, though single readings can be large or run the other way; also: potency is read from the fitted curve at half-maximal effect
#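 U2OS cells expressing ubiquitin(G76V)-GFP, seeded overnight in 0.5% FBS medium, then treated 4 hr at 37 C across 46 uM to 2.9 nM. GFP-positive cells counted by laser cytometry (488 ex/515 em); %activity scaled between basal and 10 uM MG-132.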
# 4-MU autofl: compounds fluorescent in 4-MU spectral region | max dye-equivalent concentration, M | compound autofluorescence, 340/450 nm, 4-MU equivalents; hits give high values | 59,000 compounds, 11% hits; in the data active = max dye-equivalent concentration above about 10 nM; inconclusive = mostly about 1.1 nM to 9.6 nM
#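 Intrinsic fluorescence at 340/450 nm (ex/em) was read after 15 min at room temperature in pH 8.0, 100 mM Tris. Each compound concentration expressed as 4-MU-equivalent concentration from a six-point 4-MU standard series on each plate.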
# BRCT PPI green: inhibitors of human BRCA1 BRCT-phosphoprotein interaction (green fluorophore); BRCA1 BRCT-phosphopeptide binding, green fluorescence polarization; 75,000 compounds, 0.05% hits; Potency, µM (highest dose often 76.9 µM), for the others: top-dose activity change, negative = inhibition, hits mostly inhibitors; AID 875; P38398;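 also: potency is read from the fitted curve at half-maximal effect; plate controls were peptide without protein for full effect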
#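 Fluorescence polarization: His-tagged BRCT (~35 kDa BRCA1 C-terminus, 250 nM) bound to 100 nM fluorescein-labeled phosphorylated 10-aa BACH1 peptide, pH 7.3 phosphate buffer with DTT and Tween 20. Compounds incubated 12 min at room temperature; inhibition read as lowered polarization.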
# Casp7 inh: caspase-7 (human) inhibition, allosteric or competitive; P55210; recombinant caspase-7, Ac-DEVD-AFC fluorescence rate; Potency, µM (top dose mostly 57.5 µM), for the others: top-dose activity change, negative = inhibition, most hits filed as inhibitors; 75,000 compounds, 0.02% hits; active = well fitted inhibition curve with a large enough effect in the main read-out, with a control signal flat, not every such curve was filed as active; inconclusive = small, poorly fitted or top-dose-only effect, or a change in a side signal; also: potency is read from the fitted curve at half-maximal effect; % of control where 0% means no effect
# BRCT PPI red: disrupts BRCA1 BRCT binding to phosphoprotein, red fluorophore readout. P38398. BRCT-phosphopeptide binding, red fluorescence polarization. Potency, µM (highest dose often 76.9 µM), for inactives: top-dose activity change, negative = inhibition, hits mostly inhibitors. 75,000 compounds, 0.03% hits; also: % is scaled to controls: 0 for no effect and ±100 for the full control effect
#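 Rhodamine-labelled pBACH1 10-mer (100 nM) bound to BRCT domain (100 nM) at pH 7.3; compounds incubated 12 min room temperature, polarization read. Free peptide defines full inhibition; unlabelled decapeptide titrated as control.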
# GFP derepression: derepresses silenced GFP locus in mouse C127i cells; mouse C127i GFP locus derepression, cytometry, 30 h; Potency, µM (top dose mostly 46.1 µM), for inactives: at the top dose GFP derepression (activation); 68,000 compounds, 0.09% hits; also: % of control where 0% means no effect
#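 Locus derepression in mouse mammary C127i cells whose integrated CMV-GFP reporter is normally silent; GFP expression after 30 h compound treatment was quantified by counting fluorescent cells.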
# Fluorescein autfl: compound autofluorescence in fluorescein spectral region; Compound autofluorescence, 480/540 nm, fluorescein-equivalent; hits give high values; max fluorescein-equivalent concentration, M; 59,000 compounds, 0.91% hits; in the data active = max fluorescein-equivalent concentration above about 10 nM; inconclusive = between about 1.1 nM and that limit
#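 Library compounds, added at multiple concentrations to pH 8.0 Tris buffer (100 mM), incubate 15 min at room temperature before CCD imaging at 480 nm excitation and 540 nm emission.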
# Caspase-1 inhib: blocks human caspase-1 allosterically or competitively; 75,000 compounds, 0.03% hits; AID 900; Caspase-1 enzyme, Ac-WEHD-AFC fluorogenic rate; Potency, µM (top dose mostly 57.5 µM), inactives show top-dose activity change, negative = inhibition, actives largely listed as inhibitors; P29466;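 also: potency is read from the fitted curve at half-maximal effect; plate controls were vehicle for no effect and no substrate for full effect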
# USP2a inhib: blocks human ubiquitin-specific protease USP2a; USP2a enzymatic assay, qHTS inhibition; Potency, µM (titrated, usually from 38.3 µM), without a hit: at the highest dose activity change, negative = inhibition, usual class: inhibitors; 60,000 compounds, 0.1% hits;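 also: potency is read from the fitted curve at half-maximal effect; nearly all actives have a fitted effect of over 60% in size; plate controls were DMSO for no effect and NEM full inhibition control for full effect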
#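 Coupled readout: USP2-cleaved Ub-PLA2 (20nM final) turns over NBD C6-HPC (20uM final), Ex 460nm/Em 535nm after 2.5 h, time-zero read flagging artifacts. Enzyme (20nM final, pH 8.0 Tris) given 30 min RT with compound first; NEM defines full inhibition.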
# HEK293 cAMP ctrl: counter-screen for TSHR agonists: cAMP increase in parental HEK293 | parental HEK293 CNG cAMP sensor, membrane potential fluorescence | 73,000 compounds, 2.5% hits | Potency, µM (series often up to 57.1 µM), for inactives: top-dose activation, hits mostly activators | AID 938; also: potency is read from the fitted curve at half-maximal effect; % of control where 0% means no effect; nearly all actives have a fitted effect of over 55% in size
#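 Parental HEK 293 cells stably expressing a cAMP-gated CNG channel were loaded with membrane potential dye containing 100 uM RO 20-1724 for 60 min. Compound added for 30 min; depolarization read as fluorescence intensity at 590 nm.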
# * marks the source's active call; other numbers are inactive results; i = inactive; ? = inconclusive; / = not tested or not shown; [ ] = another dose, or the depositor's remark. Unless noted, calls follow the shape of the dose curve; as a rule, active = well fitted curve in the direction sought with a large enough effect; inconclusive = small, poorly fitted or top-dose-only effect, or another doubt; inactive = no such curve, though single readings can be large; an effect the other way counts as inactive or inconclusive. This is a subset. The share of hits here may be higher or lower than overall.
SMILES,A350 fluor,UbGFP stabilizer,4-MU autofl,BRCT PPI green,Casp7 inh,BRCT PPI red,GFP derepression,Fluorescein autfl,Caspase-1 inhib,USP2a inhib,HEK293 cAMP ctrl
Cc1ccc(-c2cccc(NC(=O)C3C(C(=O)O)[C@@H]4C=C[C@H]3C4)c2)o1 (stereo partly drawn),i,0%,i,1.5%,-7%,2.2%,-2%,?,-6%,18%,-8%
O=C1C(=O)N(CCCN2CCOCC2)C(c2ccccn2)/C1=C(\O)c1ccc2c(c1)OCCO2 (stereo not drawn),i,-3%,i,-2.9%,0%,0.2%,0%,?,-1%,-5%,0%
O=C(N1CCOCC1)N1CCC(NC(=O)C23CC4CC(CC(C4)C2)C3)CC1,i,-3%,i,-9.9%,-1%,-0.1%,1%,?,1%,1%,4%
N[C@@H](CSC(=O)c1ccccc1)C(=O)O,i,6%[9.17 µM],i,-0.4%[15.4 µM],-3%[11.5 µM],0.0%[15.4 µM],-2%[9.22 µM],i,-3%[11.5 µM],/,11%[11.4 µM]
C#CCCCO/N=C1/C[C@@H](O)[C@@H](O)[C@@H]2[C@@H]3C(=O)N([C@@H](C)c4ccccc4)C(=O)[C@H]3CC[C@@H]12,/,/,/,-0.6%[15.4 µM],-2%[11.5 µM],2.2%[15.4 µM],/,/,0%[11.5 µM],/,-2%[11.4 µM]
Cc1cc(C)c2c(CC(=O)N(CCC#N)Cc3cccnc3)coc2c1,i,-4%,i,-2.5%,-2%,-0.2%,3%,i,-2%,27%,1%
CC1=NC(C)Cc2ccccc21 (stereo not drawn),i,0%,i,-0.1%,0%,-1.6%,2%,i,0%,-2%,3%
COc1ccc(-c2nnc(SCC#CCO)o2)cc1OC,i,-9%,i,-0.4%,0%,-5.3%,0%,i,2%,1%,6%
O=C(c1ccccc1)c1ccc2nc[nH]c2c1,i,-2%,i,0.3%,7%,-0.9%,-2%,i,1%,-2%,-3%
COCCn1nnnc1C(c1ccc(O)c(OC)c1)N1CCc2ccccc2C1 (stereo not drawn),?,3%,i,-1.8%,0%,-0.7%,-1%,i,1%,0%,7%
C#C[C@]1(O)CC[C@@H]2[C@H]3CCC4=CCCC[C@@H]4[C@@H]3CC[C@@]21C,i,3%[20.5 µM],i,1.4%[34.4 µM],-4%[25.7 µM],-2.7%[34.4 µM],-2%[20.6 µM],?,-1%[25.7 µM],15%[17.1 µM],2%[25.6 µM]
COc1cc(C(=O)COC(=O)Cc2cnc3sccn23)cc(OC)c1OC,i,1%,i,-1.2%,-1%,-2.3%,-2%,i,-4%,-3%,0%
CCN(C(=O)COc1cc(=O)n(CC)c2ccccc12)c1cccc(Cl)c1,i,9%,i,0.4%,1%,-0.9%,7%,i,-1%,12%,10%
CCCCNC(=O)c1sc(=S)n2c1[nH]c(=O)c1ccccc12,i,-4%,i,-7.9%,-1%,-2.8%,-1%,i,-6%,-17%,?
CCOc1ccc(N(CC)S(=O)(=O)c2ccc3c(c2)oc(=O)n3C)cc1,i,-9%,i,-1.6%,0%,-0.9%,0%,?,1%,16%,17%
COc1ccc(OC)c(S(=O)(=O)Nc2ccccc2F)c1,7.5e-08M*,-4%,6.6e-08M*,-2.2%,-1%,0.4%,3%,i,-1%,2%,7%
COC(=O)N1CCC2(CC1)CCN(c1ccccc1)CC2,i,1%,i,-2.5%,-1%,1.5%,2%[9.22 µM],i,-1%,18%,19%
Cc1ccc2cc(C#N)c(SCC(=O)NCc3ccco3)nc2c1,2e-08M*,-7%,2.3e-08M*,4.9%,-6%,2.0%,-1%,?,-10%,/,?
Cc1c(C(=O)NCC2COc3ccccc3O2)oc2ccc(S(=O)(=O)N3CCOCC3)cc12 (stereo not drawn),i,10%,i,0.1%,-2%,0.4%,-2%,i,-1%,69%[activator],22%
CC(C)(C)c1ccc(OCC(=O)O)cc1,i,2%,i,2.4%,0%,-0.9%,0%,i,2%,-8%,6%
C=CCn1c(C)cc(C(=O)CSc2nc3ccccc3c(=O)[nH]2)c1C,i,6%,i,-0.1%,-3%,-0.3%,0%,?,2%,39%[activator],25µM*
COc1ccc(CCNC(=O)C2CC(=O)N(C3CCCC3)C2)cc1OC (stereo not drawn),i,-3%,i,-1.5%,1%,-0.1%,4%,i,2%,-2%,3%
CCCOC(=O)CN1C(=O)c2ccc(C(=O)OCCC)cc2C1=O,i,-4%,i,-1.8%,1%,-0.1%,5%,i,-2%,3%,12%
CC(C)NC(=O)C1(O)c2ccccc2NC(=O)N1c1ccc(Cl)c(Cl)c1 (stereo not drawn),i,-4%,i,0.1%,2%,0.8%,4%,i,0%,5%,?
COc1ccccc1NC(=O)N(Cc1ccco1)Cc1cc2cccc(C)c2[nH]c1=O,i,1%,i,5.8%,-7%,0.1%,2%,i,-3%,28%,8%

# Grouped by structure, the entries above containing a cyano group (two)
SMILES,A350 fluor,UbGFP stabilizer,4-MU autofl,BRCT PPI green,Casp7 inh,BRCT PPI red,GFP derepression,Fluorescein autfl,Caspase-1 inhib,USP2a inhib,HEK293 cAMP ctrl
Cc1cc(C)c2c(CC(=O)N(CCC#N)Cc3cccnc3)coc2c1,i,-4%,i,-2.5%,-2%,-0.2%,3%,i,-2%,27%,1%
Cc1ccc2cc(C#N)c(SCC(=O)NCc3ccco3)nc2c1,2e-08M*,-7%,2.3e-08M*,4.9%,-6%,2.0%,-1%,?,-10%,/,?

# Remaining list, next part.
SMILES,A350 fluor,UbGFP stabilizer,4-MU autofl,BRCT PPI green,Casp7 inh,BRCT PPI red,GFP derepression,Fluorescein autfl,Caspase-1 inhib,USP2a inhib,HEK293 cAMP ctrl
Cc1c(C(=O)N2CCN(c3ccccn3)CC2)oc2ccccc12,i,-7%,i,-2.5%,-3%,0.1%,3%,i,-4%,14%,19%
CCOC(=O)c1cc(NC(=O)N2CCCCC2)c(C)nc1C,i,4%,i,-2.7%,-2%,0.6%,2%,i,0%,3%,5%
Cc1nc2cnc(N3CCN(C)CC3)nc2n(C[C@H]2CCCO2)c1=O,5.9e-08M*,-8%,4.8e-08M*,-0.2%,-17%,0.5%,3%[9.22 µM],i,-12%,5%,-5%
COC(=O)c1ccc(COC(=O)c2ccc(N(C)C)cc2)cc1,i,-3%,i,2.0%,-2%,-0.2%,2%,i,-1%,1%,?
Brc1ccc(-c2nc3ccccc3s2)s1,6.7e-08M*,1%,5.1e-08M*,-2.5%,-3%,2.7%,-1%,?,-3%,-3%,8%
Cc1cc(C(=O)CSC(=S)SC(C)(C)C)ccc1Cl,i,4%[9.17 µM],i,-7.4%[15.4 µM],1%[11.5 µM],-1.2%[15.4 µM],2%[9.22 µM],?,-1%[11.5 µM],/,2%[11.4 µM]
COc1cccc(C(=O)Nc2ccccc2N2CCCC2)c1,?,2%,?,-1.8%,-6%,-0.5%,3%,i,-6%,-9%,11%
CC(Oc1ccc(Cl)cc1Cl)c1nc(-c2ccccn2)no1 (stereo not drawn),/,-9%[9.17 µM],/,3.4%,-7%,-0.8%,-4%,/,-2%,-1%[7.66 µM],22%[11.4 µM]
COc1cc(OC)cc(C(=O)Nn2cc(C(=O)N3CCN(C)CC3)c3ccccc3c2=O)c1,i,4%,i,-0.7%,0%,-1.3%,0%,i,-1%,2%,-3%
Cc1cc(C)n(-c2nc(C)nc(N)n2)n1,i,15%,i,0.7%,0%,-2.0%,-3%,i,-1%,3%,-4%
C[N+](C)(C)CCOC(N)=O,?,-8%[20.5 µM],i,0.1%[3.08 µM],-1%,0.3%,-2%[20.6 µM],?,-1%,-10%,26%[25.6 µM]
CCOc1ccccc1C1NC(=O)NC(C)=C1C(=O)OCc1ccco1 (stereo not drawn),/,/,/,-1.7%,0%,0.7%,/,/,-1%,/,0%
COc1ccccc1-c1nc2s/c(=C\c3cccs3)c(=O)n2n1,1.2e-08M*,15%,?,-1.7%,-14%,0.1%,2%,i,-9%,44%[activator],-4%
O=C(NCc1ccccn1)c1c(O)c2cccc3c2n(c1=O)CC3,2e-08M*,5%,1.9e-08M*,0.6%,1%,0.9%,3%,i,1%,/,9%
CC1S/C(=C(\C#N)C(N)=O)N(c2ccc(F)cc2)C1=O (stereo not drawn),i,/,i,-1.1%,-1%,0.4%,-2%,i,-1%,7%,1%
Cc1ccc(CCP(=O)(O)CN2CCCCC2)cn1,/,/,/,-0.3%,1%,0.5%,/,/,2%,/,-10%
Cc1cc(C)n(-c2nc(C)nc3sc4c(c23)CCC(C)C4)n1 (stereo not drawn),i,6%,i,-1.4%,0%,0.0%,-1%,i,3%,0%,3%
CN(C)c1ccc(-c2nc3ccccc3n2C)cc1,1.8e-07M*,6%,1.8e-07M*,0.3%,-1%,0.2%,-1%,i,-1%,4%,-24%
COC(=O)C1CCN(C(c2cc(OC)c(OC)c(OC)c2)c2sc3nc(C)nn3c2O)CC1 (stereo not drawn),/,7%,/,2.4%,-1%,-2.8%,/,/,-4%,/,-5%
COc1ccccc1N1CCN(C(CNS(=O)(=O)c2cccs2)c2cccnc2)CC1 (stereo not drawn),/,-4%,/,-0.4%,-3%,0.1%,/,/,-6%,/,?

# Screens deposited in PubChem by National Center for Advancing Translational Sciences (NCATS).
